# Source: PubChem BioAssay
# CXXC DNA block – MLL CXXC-DNA interaction inhibition; Q03164; MLL-CXXC / FITC-HOXA9 DNA fluorescence polarization; Potency, µM (highest dose often 115 µM), without a hit: top-dose activity change, negative = inhibition, most hits filed as inhibitors; 0.037% of 290,000 active; AID 2662; active means well fitted inhibition curve with a large enough effect in the polarisation, with a control signal flat, not every such curve was filed as active; inconclusive means small, poorly fitted or top-dose-only effect, or effect the other way, or a change in a side signal; inactive means no such curve, though single readings can be large or run the other way; the % refers to the polarisation; further: potency means the concentration at half of the fitted maximal effect
#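 Fluorescence polarization: 7 uM MLL-CXXC (stock) preincubated 5 min with compounds, then 50 nM fluorescein-HOX-A9 DNA (stock) added; 30 min ambient. Buffer 50 mM Tris-HCl pH 7.5, 50 mM NaCl, 1 mM DTT, 0.05% BSA.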
# Coupling enz – counter-screen for Giardia aldolase inhibitors: coupling enzyme system; coupling enzyme system counterscreen, AmpLite Red fluorescence; activity change, negative = inhibition, % at 58.2 µM, hits read low; 0.67% of 290,000 active; AID 2472; in the data active means activity change below about -30%; further: on the % scale 0 is the no-effect control and ±100 the full control effect
#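 Final compound at 57.5 uM, incubated 10 min at RT with coupling enzyme reagent (glyceraldehyde-3-phosphate), then 20 min with substrate and AmpLite Red detection. Fluorescence read at 525/598 nm; tests interference with the coupling assay, not aldolase inhibition.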
# KCNH2 3.1 inh – blocks the human KCNH2 3.1 channel isoform. activity change, % (tested at about 1.8 µM). 0.95% of 340,000 active. U2OS KCNH2 3.1, thallium flux FluxOr; stronger effect = lower value. AID 720553;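 active means maximum activity change below -70%; inconclusive means maximum activity change from -70% to -50%; inactive means maximum activity change above -50%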;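 further: thallium influx rate constant from kinetic fluorescence after stimulation buffer; on the % scale 0 is the no-effect control and ±100 the full control effect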
#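 We transduce U2OS cells with the mutant 3.1 virus, culture them overnight, load FluxOr with Red40 quencher for 45 min, then add stimulation buffer and read kinetically for 2 min to derive a normalized rate constant.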
# KCNH2 WT inh – inhibitors of human wildtype KCNH2 potassium channel; Q12809; U2OS, BacMam KCNH2, thallium flux FluxOr; stronger effect = lower value; 0.37% of 340,000 active; activity change, % at 1.84 µM;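 active means maximum activity change below -70%; inconclusive means maximum activity change between -70% and -50%; inactive means maximum activity change above -50%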; further: on the % scale 0 is the no-effect control and ±100 the full control effect
#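 U2OS cells were transduced with wild-type KCNH2 virus (2.03 x 10^8 / mL) for 4 h at room temperature, then cultured overnight at 37 C. Thallium flux was read with FluxOr dye. Rate constants were normalized to DMSO controls.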
# S-ASM inh – inhibitors of human secretory acid sphingomyelinase | P17405 | placental ASM, HMU-PC fluorogenic substrate, 60 min | Potency, µM (series often up to 57.5 µM), for the others: top-dose activity change, negative = inhibition, hits mostly inhibitors | 0.006% of 340,000 active | AID 504937; further: potency means the concentration at half of the fitted maximal effect
# Target sequence (P17405 47-631 limits assumed): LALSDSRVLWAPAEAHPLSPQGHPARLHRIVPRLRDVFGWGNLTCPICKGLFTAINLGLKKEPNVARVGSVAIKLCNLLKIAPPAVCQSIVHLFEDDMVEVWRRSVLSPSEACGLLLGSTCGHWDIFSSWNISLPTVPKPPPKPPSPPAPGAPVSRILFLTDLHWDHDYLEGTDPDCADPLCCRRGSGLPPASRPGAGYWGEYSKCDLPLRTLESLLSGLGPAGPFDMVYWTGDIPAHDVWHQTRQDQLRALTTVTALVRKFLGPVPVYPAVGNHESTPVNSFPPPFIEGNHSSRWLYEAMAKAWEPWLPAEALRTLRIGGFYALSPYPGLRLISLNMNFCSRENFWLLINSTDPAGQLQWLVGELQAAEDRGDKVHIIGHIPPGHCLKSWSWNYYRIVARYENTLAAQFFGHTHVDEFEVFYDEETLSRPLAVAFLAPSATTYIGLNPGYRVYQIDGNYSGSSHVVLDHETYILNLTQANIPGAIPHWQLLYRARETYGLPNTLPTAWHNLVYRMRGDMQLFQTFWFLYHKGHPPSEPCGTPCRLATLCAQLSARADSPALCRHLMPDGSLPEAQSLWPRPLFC
#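 HMU-PC0 cleavage (9 uM final) by human placental ASM, 60 min at 37 °C following 10 min compound exposure at RT; stopped at pH 10, fluorescence Ex 386/Em 447 nm.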
# MBNL1-CUG inh – blocks human MBNL1 binding to CUG repeat RNA; Potency, µM (highest dose often 57.5 µM), for the others: at the highest dose activity change, negative = inhibition, actives largely listed as inhibitors; Q9NR56; 0.036% of 280,000 active; TR-FRET MBNL1-His/biotin-(CUG)12 binding, 665/545 ratio; active means well fitted inhibition curve with a large enough effect in the signal ratio, with a control signal flat, not every such curve was filed as active; inconclusive means small, poorly fitted or top-dose-only effect, or effect the other way, or a change in a side signal; inactive means no such curve, though single readings can be large or run the other way; the % refers to the signal ratio; further: potency means the concentration at half of the fitted maximal effect; on the % scale 0 is the no-effect control and ±100 the full control effect
# Target sequence (Q9NR56 whole entry, looked up): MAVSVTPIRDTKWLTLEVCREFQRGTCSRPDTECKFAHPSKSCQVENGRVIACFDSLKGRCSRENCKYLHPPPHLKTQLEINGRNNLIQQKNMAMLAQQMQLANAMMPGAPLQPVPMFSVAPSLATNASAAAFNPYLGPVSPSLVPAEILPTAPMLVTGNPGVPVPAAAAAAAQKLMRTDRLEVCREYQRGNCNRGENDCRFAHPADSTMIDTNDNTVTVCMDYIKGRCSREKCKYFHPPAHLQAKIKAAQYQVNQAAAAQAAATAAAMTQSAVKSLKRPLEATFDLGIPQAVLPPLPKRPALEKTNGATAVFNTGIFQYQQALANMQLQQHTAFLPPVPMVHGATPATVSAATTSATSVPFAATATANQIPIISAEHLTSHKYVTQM
#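 His-tagged MBNL1 binding to biotinylated (CUG)12 RNA was measured by TR-FRET using terbium anti-His antibody (0.055 ng/ul final) and streptavidin-XL665 (5 nM final). Compounds were titrated 92 nM to 58 uM; 60 min at room temperature.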
# TRPV1 agonist – agonists of human vanilloid receptor 1 (TRPV1); Q8NER1; TRPV1-expressing cells, Fluo-8 calcium influx, agonist mode; activation, % at 8.33 µM; 0.19% of 320,000 active; AID 540275; in the data active means activation above about 80%; inconclusive means between about 30% and that limit; further: 0% is about no effect
#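 Fluo-8 calcium influx in TRPV1-expressing cells, kinetic read (ex 480/em 520 nm). Compound added and read 3 min for agonist activity, followed by capsaicin at EC20 final and 2 min further read for enhancement.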
# Integrin act MD – activators of alpha7 integrin expression for muscular dystrophy. Potency, µM (top dose mostly 38.3 µM), for the others: top-dose activation, usual class: activators. AID 624291. 0.064% of 350,000 active. alpha7betagal myoblasts, beta-gal FDG fluorescence, 48 h;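 further: potency means the concentration at half of the fitted maximal effect; 100% = response of the positive control SU9516; nearly all actives have a fitted effect of over 60% in size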
#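 Alpha7betagal+/- myoblasts (passage 13) were plated 16-24 hr, then exposed to compounds (1:260 dilution of DMSO stock) for 48 hours at 37C. After MPER lysis, β-galactosidase reporter activity was read as FDG fluorescence (ex 480/em 540) after 30 minutes.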
# GALK inhibitor – blocks human galactokinase activity; P51570; Purified GALK, Kinase-Glo residual ATP luminescence; Potency, µM (series often up to 57.5 µM), without a hit: at the top dose activity change, negative = inhibition, hits mostly inhibitors; 0.007% of 270,000 active; AID 1868; further: potency means the concentration at half of the fitted maximal effect; on the % scale 0 is the no-effect control and ±100 the full control effect
#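 Human GALK (5 nM) with 35 uM ATP and 100 uM galactose in 20 mM HEPES pH 8.0, 5 mM MgCl2, 60 mM NaCl, 1 mM DTT, 0.01% BSA. After 1 h at room temperature, leftover ATP was read by Kinase-Glo Plus luminescence.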
# A-T KAP1 phos – potential ataxia-telangiectasia treatment; […] A-T fibroblasts, KAP-1 phosphorylation AlphaLISA; neocarzinostatin DNA damage 30 min before lysis; Potency, µM (highest dose often 57.5 µM), for inactives: at the top dose activation, actives largely listed as activators; 0.19% of 320,000 active; AID 485349; further: potency means the concentration at half of the fitted maximal effect; % of control where 0% means no effect; nearly all actives have a fitted effect of over 45% in size
#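 hTERT-immortalized A-T patient fibroblasts ([…]), 500 cells/well in OPTI-MEM, 1% FBS, got compounds for 60 min, then NCS for 30 min at 37C. Lysates were then assayed for phospho-KAP-1 by AlphaLISA (anti-pKAP1 donor, anti-KAP1 acceptor beads), 6 hr at 25C.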
# Starred values were filed as active, the others as inactive; i = inactive; ? = inconclusive; nt = no result given; & = joins results of further samples; [ ] = remark or other dose. Unless noted, the call rests on the fitted dose curve; in most records, active means well fitted curve in the direction sought with a large enough effect; inconclusive means small, poorly fitted or top-dose-only effect, or another doubt; inactive means no such curve, though single readings can be large; an effect the other way counts as inactive or inconclusive.
SMILES,CXXC DNA block,Coupling enz,KCNH2 3.1 inh,KCNH2 WT inh,S-ASM inh,MBNL1-CUG inh,TRPV1 agonist,Integrin act MD,GALK inhibitor,A-T KAP1 phos
CC(=O)c1c(C)oc2c1cc(O)c1ccccc12,-16%,-20,9,6,-6%,-2%,?,17%,nt,0%
CCOC(=O)c1cc(C#N)c(N2CCNCC2)nc1C(F)(F)F,-12%,3,-7,-2,-2%,nt,0,14%,1%,-2%
Cc1cccc(NC(=S)NCCc2ccccn2)c1,5%,-4,3,0,-2%,-2%,6,-24%,0%,-14%
CCC(C)[C@H]1COCCS(=O)(=O)N1Cc1ccc(Br)cc1 (stereo not given in full),3%,1,4,-4,-11%,-6%,-2,23%,nt,-4%
CCOc1ccc(C(C(=O)NCC2CCCO2)N(Cc2cccc(OC)c2)C(=O)c2snc(C(N)=O)c2N)cc1 (stereo not given),4%,-1,-8,2,nt,?,1,-15%,17%,0%
CN(CC(=O)Nc1ccc(Cl)cc1)CC(=O)Nc1ccc(F)c(F)c1F,-8%,2,-3,-10,-3%,-9%,1,2%,-4%,14%
C#C[C@]1(O)CC[C@H]2[C@@H]3CCc4cc(OC5CCCC5)ccc4[C@H]3CC[C@@]21C,-4%&-2%,-1,-4,-3,-17%,2%,2,nt,-2%,nt
COc1cccc(-n2nc(C(=O)O)c3ccccc3c2=O)c1,-2%,3,-1,12,4%,?,-1,-36%[inhibitor],1%,-8%
COc1ccc(-c2nnc3c4ccccc4c(C)nn23)cc1,28%,0,13,-22,-6%,-4%,2,-21%,-1%,6%
CCc1nc(NC2CCCCC2)c(C#N)c2c1COC(C)(C)C2,2%,0,12,0,8%,-4%,10,21%,0%,?
CC(=O)NNC(=S)Nc1cc(S(=O)(=O)N(C)C)ccc1C,3%,0,7,-8,4%,?,0,-2%,-1%,-8%
Clc1cccc2sc(N3CCCC3)nc12,14%,3,-28,-3,-3%,2%,0,-1%,0%,-1%
CC1CCCN(C(=O)CCS(=O)(=O)c2cc3c(cc2Cl)NC(=O)CO3)C1 (stereo not given),nt,1,4,3,-1%,-9%,5,-12%,nt,0%
CC1Cc2cc(S(=O)(=O)CCC(=O)N3CCN(c4ccccc4)CC3)ccc2N1C(=O)C1CC1 (stereo not given),6%,-2,-4,11,-3%,-5%,-1,-3%,-2%,-3%
Cc1cc(C)c(C#N)c(SCc2ccccc2C(=O)O)n1,-9%,3,5,2,9%,13%,-3,-19%,0%,3%
CCOc1ccc(S(=O)(=O)NCc2ccco2)c2ccccc12,-1%,-11,-4,5,0%,4%,2,-11%,0%,10%
COc1ccc(C)c2sc(=NC(=O)C(C)C)n(C)c12,-2%,-2,23,8,-3%,5%,nt,-8%,3%,18%
Cc1cc(NC(=O)CSc2nc(-c3ccccc3)cs2)no1,9%,2,-13,3,0%,1%,-2,-4%,-3%,0%
COc1ccc(NC(=O)CCNC(=O)Cn2ccc3ccccc3c2=O)cc1OC,-2%,2,11,-1,3%,10%,0,0%,-3%,-5%
CCOc1ccc(-c2c(C(=O)N/N=C/c3ccc(C)s3)nnn2-c2nonc2N)cc1,-3%,-4,3,0,-8%,?,1,-1%,5%,-2%
COC(=O)c1[nH]c2cc(OC)c(OC)cc2c1NC(=O)Oc1ccccc1,13%,-1,1,3,10%,?,3,23%,-1%,0%
CCOC(=O)C(C)(C)N(Cc1ccccc1C)S(=O)(=O)c1ccc(Cl)c([N+](=O)[O-])c1,15%,0,15,16,-2%,9%,1,-49%[inhibitor],nt,2%
Cc1ccc(/C=C2/Sc3ccc(C(=O)NCCN4CCOCC4)cc3NC2=O)cc1,43%[activator],nt,-8,7,?,8%,-2,-13%,-4%,7%
Cn1c(=O)c(=O)n(C)c2cc(N3CCCCC3)c(NS(=O)(=O)c3ccc([N+](=O)[O-])cc3)cc21,5%,nt,12,0,-1%,?,0,-10%,1%,1%
COc1ccc(-c2cc(CCC(=O)N3CCN(c4cc(C)ccc4C)CC3)on2)cc1,nt,nt,9,-9,-10%,nt,nt,-2%,nt,9%
CC(C)CCNC(=O)C1CCN(c2nc3ccccc3o2)CC1,11%,2,11,?,-7%,4%,-3,15%[7.66 µM],-2%,-1%
O=C1CN(C(=O)c2cc([N+](=O)[O-])ccc2Cl)C(c2ccccc2)c2cc(F)ccc2N1 (stereo not given),-1%,1,-12,3,-1%,?,10,-14%,0%,2%
Nn1c(-c2ccccn2)nnc1-c1ccccn1,14%,0,8,1,-1%,11%,-1,-3%,2%,0%
COc1cccc(-c2cc3c(-n4cccc4)ncnc3o2)c1,2%,-2,-4,16,-5%,26%,2,5%,-3%,18%
COc1ccc(Cl)cc1NC(=O)CN(C)C(=O)Cn1[nH]c(=O)c2ccccc2c1=O,nt,nt,-16,0,-2%,nt,-2,-18%,nt,2%

# Arranged by count of non-hydrogen atoms (highest first): 7 of the compounds above
SMILES,CXXC DNA block,Coupling enz,KCNH2 3.1 inh,KCNH2 WT inh,S-ASM inh,MBNL1-CUG inh,TRPV1 agonist,Integrin act MD,GALK inhibitor,A-T KAP1 phos
Cn1c(=O)c(=O)n(C)c2cc(N3CCCCC3)c(NS(=O)(=O)c3ccc([N+](=O)[O-])cc3)cc21,5%,nt,12,0,-1%,?,0,-10%,1%,1%
CCOc1ccc(-c2c(C(=O)N/N=C/c3ccc(C)s3)nnn2-c2nonc2N)cc1,-3%,-4,3,0,-8%,?,1,-1%,5%,-2%
COc1ccc(Cl)cc1NC(=O)CN(C)C(=O)Cn1[nH]c(=O)c2ccccc2c1=O,nt,nt,-16,0,-2%,nt,-2,-18%,nt,2%
COC(=O)c1[nH]c2cc(OC)c(OC)cc2c1NC(=O)Oc1ccccc1,13%,-1,1,3,10%,?,3,23%,-1%,0%
CC(C)CCNC(=O)C1CCN(c2nc3ccccc3o2)CC1,11%,2,11,?,-7%,4%,-3,15%[7.66 µM],-2%,-1%
COc1cccc(-c2cc3c(-n4cccc4)ncnc3o2)c1,2%,-2,-4,16,-5%,26%,2,5%,-3%,18%
Nn1c(-c2ccccn2)nnc1-c1ccccn1,14%,0,8,1,-1%,11%,-1,-3%,2%,0%

# Following part
SMILES,CXXC DNA block,Coupling enz,KCNH2 3.1 inh,KCNH2 WT inh,S-ASM inh,MBNL1-CUG inh,TRPV1 agonist,Integrin act MD,GALK inhibitor,A-T KAP1 phos
CC(=O)NC1=NN(c2ccccc2)C(=O)C1,-10%,nt,-1,-9,4%,-14%,-1,-10%,1%,-10%
CC1=CC(=C2C=CC(=O)C=C2)C=C(C)N1C,-5%,1,nt,nt,nt,?,1,nt,-2%,5%
C=CCNc1oc(-c2cccc3ccccc23)nc1C#N,5%,0,?,-2,i,15%,?,28%,-4%,14%
CC1Oc2ccccc2N(CC(=O)N2CCCCC2)C1=O (stereo not given),5%,4,7,-19,5%,-5%,-5,?,10%,-6%
O=C(NCC(c1ccco1)N1CCCC1)c1cc(=O)[nH]c2ccccc12 (stereo not given),nt,nt,-4,5,6%,nt,nt,-23%,nt,1%
Clc1ccccc1-c1nc2ccccc2c2nc3ccccc3n12,-17%,-4,-4,-2,-5%,?,?,-12%,-3%,16%
COc1c2c(c(OC)c3c1c(=O)c1ccccc1n3C)OCO2,nt,nt,-19,-7,18%,nt,nt,-9%,nt,nt
COc1ccccc1NC(=S)N/N=C1\CC(C)(C)Oc2ccc(O)cc21,-5%,-4,-8,-12,64%[activator],0%,8,-2%,-2%,-2%
COc1ccccc1CCCNC(=O)C1CCC(=O)N(CCCN2CCCC2=O)C1 (stereo not given),26%,nt,7,0,3%,-3%,-1,-30%,3%,1%
Cc1cnc(C(=O)NCc2ccc(F)cc2)cn1,13%,-1,5,2,0%,2%,-2,-20%,-1%,2%
Cc1ccc(NC(=O)CSCC(=O)OC(C)C(=O)Nc2ccc(S(N)(=O)=O)cc2)c(C)c1 (stereo not given),nt,nt,-14,1,0%,nt,-1,-13%,nt,1%
CCCCC(=O)Nc1nn(C)c2nc3c(C)cccc3cc12,1%,1,-11,13,119%[activator],-4%,1,5%,5%,32%
COC(=O)c1cn(CC(=O)N2C(C)CCCC2C)c2ccccc12 (stereo not given),-5%,4,4,-9,2%,-7%,12,-13%,0%,4%
